GALK inh – qHTS Assay for Inhibitors of Human Galactokinase (GALK): NCGC Sytravon Library Screen. recombinant GALK, Kinase-Glo ATP luminescence, 1 h. Potency, µM (doses to about 57.5 µM), for the others: at the highest dose activity, negative = inhibition, hits mostly inhibitors. 44,000 tested, under 10 active;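 further: plate controls were full GALK reaction for no effect and reaction lacking GALK for full effect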
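5 nM GALK; 35 uM ATP; 100 uM D-galactose; 20 mM HEPES pH 8.0, 5 mM MgCl2, 60 mM NaCl, 1 mM DTT, 0.01% BSA; 1 h RT; Kinase-Glo Plus luminescence.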
FH mod – Identification of activators of human fumarate hydratase by quantitative high-throughput screening; Fumarate hydratase, mitochondrial (Homo sapiens), P07954; FH coupled MDH/diaphorase resazurin fluorescence, 15 min; Potency, µM (top dose mostly 79.9 µM), without a hit: top-dose activity change, negative = inhibition, actives largely listed as inhibitors; actives 0.22% (n = 54,000); AID 1347055, 2019; further: potency means the concentration at half of the fitted maximal effect; on the % scale 0 is the no-effect control and ±100 the full control effect; the screen sought activators but most active calls are inhibition curves; nearly all actives have a fitted effect of over 45% in size
B2AR arrestin ag – qHTS assay of beta-arrestin-biased ligands of beta2-adrenergic receptor: NCGC Sytravon Library Screen; AID 1347077, 2019; 44,000 tested, under 10 active; Potency, µM (highest dose often 46.1 µM), for the others: at the highest dose activation, usual class: activators; HTLA Tango cells, beta-arrestin recruitment, luciferase luminescence, 18 h;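 further: potency means the concentration at half of the fitted maximal effect; 0% = DMSO and full agonism = EC100 isoproterenol or metaproterenol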
Target sequence (P07550 whole entry, looked up): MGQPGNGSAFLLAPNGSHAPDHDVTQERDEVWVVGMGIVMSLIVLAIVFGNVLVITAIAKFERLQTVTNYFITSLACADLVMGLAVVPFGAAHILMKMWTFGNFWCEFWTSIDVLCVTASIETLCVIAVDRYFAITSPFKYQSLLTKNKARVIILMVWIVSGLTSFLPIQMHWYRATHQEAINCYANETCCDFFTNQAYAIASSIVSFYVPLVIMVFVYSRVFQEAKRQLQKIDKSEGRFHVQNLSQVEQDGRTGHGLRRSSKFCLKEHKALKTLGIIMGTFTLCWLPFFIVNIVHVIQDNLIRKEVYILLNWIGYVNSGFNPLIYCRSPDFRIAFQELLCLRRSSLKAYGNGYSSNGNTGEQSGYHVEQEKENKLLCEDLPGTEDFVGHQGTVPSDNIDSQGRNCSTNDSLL
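Ligand-induced beta-arrestin recruitment to recombinant beta2-AR is measured via a tTA-driven luciferase reporter in Tango cells after 18 hr compound exposure at 37 degrees C. Concentrations span up to 46 microM.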
p53null 39C tox – qHTS Screen for Compounds that Selectively Target Cancer Cells with p53 Mutations: Cytotoxicity of p53 Null Cells at the Nonpermissive Temperature; Potency, µM (highest dose often 46.1 µM), inactives show at the top dose activity, negative = cell killing, hits mostly cytotoxic; AID 904, 2007; H1299 p53-null (neo) cells, 39C, ATPlite viability, 24 h; actives 0.97% (n = 55,000);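 further: potency means the concentration at half of the fitted maximal effect; 0% = DMSO only and -100% = full killing by 100 µM tamoxifen; nearly all actives have a fitted effect of over 50% in size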
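Concentration-response (up to 46 uM) was run for 24 h at the nonpermissive 39C on H1299-p53A138V or H1299-neo cells. ATP content was measured with ATPlite luminescence. AC50 values were Hill-modeled after normalizing between DMSO and 100 uM tamoxifen killing.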
p53null 32C kill – qHTS Screen for Compounds that Selectively Target Cancer Cells with p53 Mutations: Cytotoxicity of p53 Null Cells at the Permissive Temperature | H1299-neo p53 null cells, ATP luminescence, 24 h, 32C | Potency, µM (titrated, usually from 46.1 µM), for the others: at the highest dose activity change, negative = cytotoxicity, actives largely listed as cytotoxic | actives 0.62% (n = 55,000) | AID 903, 2007;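 further: potency means the concentration at half of the fitted maximal effect; 0% = DMSO only and -100% = full killing by 100 µM tamoxifen; nearly all actives have a fitted effect of over 55% in size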
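We seeded p53-null H1299-neo cells, incubated them overnight at 37C, and added compounds across a range up to 46 uM. After 24 hours at 32C, ATP reagent was applied for 20 min at room temperature and luminescence recorded.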
TSG101-PTAP inh – qHTS Validation Assay for Inhibitors of HIV-1 Budding by Blocking the Interaction of PTAP/TSG101: Sytravon Library Screen; Tumor susceptibility gene 101 protein (Homo sapiens), Q99816; Fluorescence polarization, FITC-PTAP peptide/Tsg101, 20 min; Potency, µM (highest dose often 115 µM), inactives show at the highest dose activity change, negative = inhibition, usual class: inhibitors; 44,000 tested, under 10 active; AID 1347069, 2019; further: potency means the concentration at half of the fitted maximal effect; 0% is about no effect
Target sequence (Q99816 whole entry, looked up): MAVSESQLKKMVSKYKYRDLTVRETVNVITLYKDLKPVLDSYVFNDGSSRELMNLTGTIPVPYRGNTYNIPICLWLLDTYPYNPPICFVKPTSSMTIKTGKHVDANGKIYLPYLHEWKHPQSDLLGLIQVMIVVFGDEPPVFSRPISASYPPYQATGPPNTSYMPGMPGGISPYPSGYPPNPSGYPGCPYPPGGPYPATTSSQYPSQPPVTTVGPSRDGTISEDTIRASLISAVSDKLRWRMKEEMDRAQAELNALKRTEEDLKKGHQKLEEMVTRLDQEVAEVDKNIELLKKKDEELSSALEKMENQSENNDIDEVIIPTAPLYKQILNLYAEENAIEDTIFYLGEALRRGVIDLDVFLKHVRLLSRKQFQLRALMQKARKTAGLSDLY
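The Tsg101 binding domain, at 10 uM final, is mixed with compound and a FITC peptide bearing the PTAP motif (50 nM final). After 20 min at r.t., polarization is measured; actives defined by CRC class, efficacy cut-off 60% inhibition.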
NTMT1 inhibitor – Primary qHTS for Inhibitors of N-terminal methyltransferase 1 (NTMT1): MTaseGlo Assay; N-terminal Xaa-Pro-Lys N-methyltransferase 1 (Homo sapiens), Q9BV86; NTMT1 MTase-Glo SAH luminescence, purified enzyme; Potency, µM (titrated, usually from 114 µM), for the others: top-dose activity change, negative = inhibition, most hits filed as inhibitors; actives 2.5% (n = 59,000); AID 1645870, 2021;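 further: potency means the concentration at half of the fitted maximal effect; plate controls were DMSO vehicle for no effect and no enzyme for full effect; nearly all actives have a fitted effect of over 65% in size; many of its hits are not listed in these tables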
Target sequence (Q9BV86 whole entry, looked up): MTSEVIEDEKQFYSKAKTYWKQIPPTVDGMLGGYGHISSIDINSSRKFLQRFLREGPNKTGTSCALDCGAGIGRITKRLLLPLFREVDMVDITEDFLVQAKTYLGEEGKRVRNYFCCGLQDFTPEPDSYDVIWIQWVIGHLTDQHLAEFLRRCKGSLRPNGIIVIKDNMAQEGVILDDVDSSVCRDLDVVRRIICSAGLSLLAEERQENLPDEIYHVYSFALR
* hit, by the source's call; ? = inconclusive; / = not tested or not shown; [ ] = remark or other dose. The call rests on the fitted dose curve; in most records, active means well fitted curve in the direction sought with a large enough effect; inconclusive means small, poorly fitted or top-dose-only effect, or another doubt; inactive means no such curve, though single readings can be large; an effect the other way counts as inactive or inconclusive.

SMILES	GALK inh	FH mod	B2AR arrestin ag	p53null 39C tox	p53null 32C kill	TSG101-PTAP inh	NTMT1 inhibitor
CN(Cc1ccccc1)S(=O)(=O)c1cc(Br)cc2c1N(C(=O)C1CC1)CC2	-2.7%	-17.3%	0.7%	-1.9%	-0.4%	-0.1%	-3.6%
COc1cccc(C(=O)Nc2ccc3nc4n(c(=O)c3c2)CCCCC4)c1	0.4%	-16.4%	-3.9%	?	?	-0.5%	50.1µM*
O=c1cc2nc(-c3ccccc3)nc(SCCOc3ccc(Cl)cc3)n2[nH]1	-0.8%	-11.4%	-1.3%	8.4%	-5.9%	-7.6%	-20.7%
CCOC(=O)Cn1nc(C)c(NC(=O)COc2ccc(Cl)cc2C)c1C	-14.1%	2.5%	0.6%	0.9%	-22.7%	-8.3%	3.4%
O=c1c2sc3ccccc3c2n(Cc2cccc(Cl)c2)c(=O)n1Cc1ccc(F)cc1	-3.2%	-10.7%	?	-10.0%	-4.3%	-4.4%	4.6%
Cc1cc(=O)c2cc(C(=O)Nc3ccc(F)cc3)ccc2[nH]1	3.4%	-2.6%	-1.8%	-12.1%	-5.8%	-3.2%	?
CCOC(=O)c1[nH]c(C)c(CCC(=O)NCc2ccc(OC)cc2)c1C	-5.5%	7.1%	-0.1%	9.3%	-3.8%	-1.4%	-1.0%
COc1ccc(-n2c(=O)c3c(c4cc(OC)ccc4n3C)n(Cc3cccc(OC)c3)c2=O)cc1	-2.2%	-3.2%	1.4%	23.5%	0.2%	-0.8%	8.4%
Cc1ccc(OCC(=O)Nc2ccccc2C(=O)OCc2cc(=O)n3ccsc3n2)cc1C	2.4%	21.0%	1.2%	14.9%	-3.3%	-7.3%	4.1%
CCc1ccccc1NC(=O)Cn1c(=O)n(C(C)C)c(=O)c2oc3ccccc3c21	0.3%	4.3%	-0.2%	-1.1%	7.7%	-13.5%	16.7%
CC(C)CCN(C(=O)Nc1ccccc1)C(C)c1cccs1 (stereo unspecified)	-0.1%	-0.2%	2.3%	33.5%[activator]	-14.9%	-19.2%	15.8%
Cc1cc(C)cc(-n2ccnc2SCC(=O)Nc2ccc3c(c2)OCO3)c1	0.6%	-2.3%	0.3%	9.8%	9.7%	1.2%	-11.7%
CCCCCCOc1ccc(C2C(=O)N(C3CCCCC3)CC(=O)N2CCC)cc1 (stereo unspecified)	-1.0%	?	-1.4%	25.6%	48.1%[activator]	-4.0%	10.7%
COc1ccccc1C(=O)Nc1cccc(C(=O)OCc2cc(=O)n3nc(C)sc3n2)c1	0.1%	32.0%	0.5%	-14.7%	-1.6%	-6.0%	-2.3%
COc1ccc(N2CCN(Cc3nnc(-c4cccc(Br)c4)o3)CC2)cc1	2.9%	-11.7%	0.9%	-9.9%	-4.5%	-0.4%	-11.0%

Rewritten with values under each structure: five of the compounds above
The line under a structure holds: GALK inh, FH mod, B2AR arrestin ag, p53null 39C tox, p53null 32C kill, TSG101-PTAP inh, NTMT1 inhibitor
CN(Cc1ccccc1)S(=O)(=O)c1cc(Br)cc2c1N(C(=O)C1CC1)CC2
 : -2.7%, -17.3%, 0.7%, -1.9%, -0.4%, -0.1%, -3.6%
COc1cccc(C(=O)Nc2ccc3nc4n(c(=O)c3c2)CCCCC4)c1
 : 0.4%, -16.4%, -3.9%, ?, ?, -0.5%, 50.1µM*
O=c1cc2nc(-c3ccccc3)nc(SCCOc3ccc(Cl)cc3)n2[nH]1
 : -0.8%, -11.4%, -1.3%, 8.4%, -5.9%, -7.6%, -20.7%
CCOC(=O)Cn1nc(C)c(NC(=O)COc2ccc(Cl)cc2C)c1C
 : -14.1%, 2.5%, 0.6%, 0.9%, -22.7%, -8.3%, 3.4%
O=c1c2sc3ccccc3c2n(Cc2cccc(Cl)c2)c(=O)n1Cc1ccc(F)cc1
 : -3.2%, -10.7%, ?, -10.0%, -4.3%, -4.4%, 4.6%

More results follow:
SMILES	GALK inh	FH mod	B2AR arrestin ag	p53null 39C tox	p53null 32C kill	TSG101-PTAP inh	NTMT1 inhibitor
Cc1ccc(NC(=O)c2ccc3c(c2)NC(=O)c2ccccc2S3)c(Cl)c1	6.6%	/	0.5%	-4.1%	-3.9%	-3.5%	/
O=C(c1ccc2c(c1)CCCC2)N1CCN(c2nc3ccc(F)cc3s2)CC1	0.4%	?	-3.0%	-10.0%	-3.3%	-4.9%	-1.0%
Cc1nc(-c2ccc(S(=O)(=O)NCc3ccc(N(C)C)cc3)cc2)co1	0.4%	-10.3%	0.3%	-4.8%	3.0%	-7.0%	-0.6%
COc1ccc(Cn2ccnc2SCC(=O)Nc2nc3ccccc3s2)cc1	0.8%	-22.0%	1.6%	15.5%	7.7%	0.8%	-2.7%
O=C(Nc1ccc(Br)cc1)c1ccc(Cl)c(S(=O)(=O)N2CCCCCC2)c1	-7.7%	-20.6%	-0.7%	13.8%	-10.2%	1.2%	-2.1%
COc1ccc(NC(=O)CN2C(=O)c3ccccc3Sc3ccc(C(=O)N4CCOCC4)cc32)c(OC)c1	-0.2%	-6.5%	2.7%	14.9%	10.2%	2.1%	2.5%
COc1ccc(NC(=O)Cn2c(=O)n(CC3CCCO3)c(=O)c3ccccc32)cc1 (stereo unspecified)	0.7%	0.7%	-1.4%	-20.9%	-6.8%	-1.0%	?
COc1ccc(CCNc2nc(SCc3ccc(F)cc3)nc3ccccc23)cc1OC	-2.0%	-34.5%	-3.0%	9.2%	-17.4%	2.8%	7.9%
O=C(CSc1nc2cc(C(=O)NC3CCCC3)ccc2c(=O)n1CC1CCCO1)c1ccc(F)cc1 (stereo unspecified)	4.5%	5.8%	-0.6%	13.5%	-0.7%	0.2%	-2.1%
Cc1cccc(NC(=O)c2c(C)cc(C)nc2SCC(=O)Nc2c(C)cc(C)cc2C)c1	0.7%	-6.1%	-3.8%	-1.5%	0.7%	0.1%	-10.6%
COc1ccc2nc3oc(C(=O)N(C)c4ccc(Cl)cc4)cc3cc2c1	-0.4%	-21.3%	-1.9%	11.5%	-6.6%	0.2%	-21.9%
Cc1cccc(N2CCN(Cc3nnc(-c4cccc(Br)c4)o3)CC2)c1C	2.1%	-9.8%	-1.9%	1.7%	10.5%	-0.5%	-9.9%
Cc1ccc(C)c(N2CCN(C(=O)c3cc4c(=O)oc5ccccc5c4s3)CC2)c1	4.4%	-12.5%	0.1%	-13.2%	-2.6%	-1.7%	4.9%
CCCCn1c(=O)c2oc3ccccc3c2n(Cc2ccccc2C)c1=O	0.5%	-4.9%	1.9%	-7.1%	3.8%	-6.1%	-0.8%
CC(=O)c1cccc(NC(=O)CCS(=O)(=O)c2cc(Br)cc3c2N(C(=O)C2CC2)CC3)c1	2.4%	-11.4%	-1.8%	-9.2%	-6.2%	-1.9%	-1.6%
CC1=C(C(=O)OCC2CCCCC2)C(c2c(F)cccc2Cl)CC(=O)N1 (stereo unspecified)	-9.2%	2.6%	0.8%	-3.1%	-2.4%	-1.0%	-1.2%
COc1ccc(-n2ncc(C(=O)NCc3ccccc3)c2C2CCN(C(=O)OC(C)(C)C)CC2)cc1	1.4%	-9.6%	0.7%	?	7.3%	-6.2%	?
Cc1ccc(Nc2cc(C)c(C#N)c3nc4ccccc4n23)cc1Cl	-0.1%	-4.9%	-1.4%	5.6%	-5.2%	-0.1%	5.9%
COc1ccc(NC(=O)Cn2cnc3ccc(S(=O)(=O)N4CCC(C)CC4)cc3c2=O)cc1OC	0.1%	-16.0%	0.5%	/	/	1.2%	-4.7%
O=c1c2ccccc2nc(/C=C/c2cccc3ccccc23)n1-c1ccc(F)cc1F	1.3%	-20.7%	-0.8%	7.8%	12.9%	-15.4%	-1.7%
COc1cccc(OCCCCn2c(-c3ccc(Cl)cc3)nc3ccccc3c2=O)c1	-1.0%	2.7%	0.9%	-1.8%	-9.6%	-4.2%	10.7%
COc1ccc(OC)c(CNS(=O)(=O)c2ccc3[nH]c4c(c3c2)CCCCC4)c1	-3.9%	?	0.2%	39.0%[activator]	8.7%	-0.6%	?
CCOc1ccccc1NC(=O)Cn1nnc(C(=O)NCc2cccs2)c1N	1.1%	-2.1%	0.9%	?	25.5%	0.9%	-1.6%
O=C(CCc1nc2cccnc2n1Cc1ccccc1)NCc1cccc(Cl)c1	-1.7%	-1.3%	-1.9%	2.4%	-3.4%	-2.7%	11.6%
CCC1=Nc2cc(C(=O)NCC(C)c3ccccc3)ccc2Sc2ccc(C)cc21 (stereo unspecified)	1.6%	-14.2%	-2.2%	6.6%	30.4%[activator]	0.3%	9.7%
CCc1ccc(CN(Cc2ccco2)C(=O)COc2ccc(Cl)c(C)c2)cc1	0.3%	?	-1.3%	-13.7%	22.1%	3.5%	-10.6%
CCN(Cc1ccccc1)C(=O)c1cc2ccc3cccnc3c2[nH]1	-1.4%	?	0.3%	?	?	-1.0%	-7.8%
CC(C)(CC(=O)OCC(=O)Nc1ccccc1F)CC1=NS(=O)(=O)c2ccccc2N1	-5.7%	-8.5%	-0.8%	16.5%	3.1%	0.7%	-6.8%
CCOc1ccccc1NC(=O)Cn1nnc2sc(-c3ccccc3)cc2c1=O	-3.5%	2.2%	-0.8%	-18.2%	-5.6%	-1.0%	0.9%
COc1ccc(-c2nc3nc(C)cc(Nc4cccc(C(F)(F)F)c4)n3n2)cc1	5.0%	-7.5%	-1.3%	3.7%	-7.1%	-1.4%	1.5%
O=C1CC(c2ccccc2)c2c(n3ncnc3[nH]c2=O)N1 (stereo unspecified)	-1.9%	6.0%	0.6%	41.8%[activator]	-0.1%	0.2%	1.7%
Cc1c(NC(=O)c2cc(=O)c3cc(Cl)ccc3o2)c(=O)n(-c2ccccc2)n1C	1.9%	3.4%	1.0%	9.0%	2.1%	-10.7%	-1.2%
Cc1cc(C)cc(NC(=O)NCCc2c(C)nn(C)c2C)c1	-2.8%	-4.0%	0.5%	3.5%	0.7%	-4.5%	-6.4%
O=C(CN1C(=O)C2(SCC(=O)N2c2cccc(F)c2)c2ccccc21)NCCc1ccccc1 (stereo unspecified)	0.5%	-0.1%	2.2%	-0.5%	-7.7%	-4.8%	2.1%
Cc1ccc(NC(=O)c2ccc(=O)n(CC(=O)Nc3ccccc3)n2)cc1	1.3%	7.3%	-3.3%	11.0%	-2.4%	-4.1%	-7.5%
COc1cccc(N2CCN(c3ncnc4c3c(-c3ccccc3)cn4-c3ccc(F)cc3)CC2)c1	-5.1%	-12.1%	-1.6%	-15.7%	-7.6%	-0.9%	4.6%

Screens from PubChem BioAssay.

This is a subset. The share of hits here may be higher or lower than overall.
